# Screening results deposited in PubChem BioAssay by Columbia University Molecular Screening Center.
# Htt clearance – mutant huntingtin protein clearance. AID 853. actives 0.42% (n = 47,000). inhibition, % at 1.5 µM. HeLa Exon1htt(103Q)mCFP, aggregate imaging; zero = plate's median compound well;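 active = inhibition of aggregate fluorescence above about 70%, also judged a hit by eye on the cell image, limit read from the data, passing the limit was not always enough; inconclusive = no rule stated for this call; inactive = not judged a hit on image review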;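 note: cells exposed to compound for three days before fixation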
# Htt clearance grain fraction – second read-out of Htt clearance, no call of its own (marks repeat the call); fraction fluorescence in grains; measured here: aggregate grain fluorescence fraction; active compounds read low;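 scaled fraction of total cell fluorescence in grains with unit not stated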
# The depositor's hits bear a star; ? = inconclusive; nt = no result given. This is a subset; count on the stated rates, not on these rows.
# Sample of the layout:
SMILES,Htt clearance,Htt clearance grain fraction
COc1ccc(N(CC(=O)N2CCc3ccccc32)S(=O)(=O)c2c(C)noc2C)cc1,-68,68
O=C(OC(C(=O)NC1CCCC1)c1ccccc1F)c1ccco1 (stereo unspecified),34,14
O=C(Nc1ccccn1)c1cccnc1,18,16
CCOC(=O)c1nn(-c2cccc(OC)c2)c(-c2ccccc2)c1C(=O)c1ccccc1,45,21
O=C(Nc1cccc(Cl)c1Cl)C1CC(=O)N(c2ccc(Br)cc2)C1 (stereo unspecified),-14,23
CCOc1ccccc1Nc1nc(-c2sc(NC(=O)c3ccco3)nc2C)cs1,-16,45
O=C(Nc1ccc(CN2CCOCC2)cc1)c1cc2ccccn2n1,6,32
Cc1ccc(Oc2cc(N3CCOCC3)nc(-c3ccccc3)n2)cc1,0,39
Cc1ccc(-c2noc(CSc3nnc(CCc4ccccc4)n3-c3ccccc3)n2)cc1,0,16
O=C(NC1CCCCCC1)C1c2ccccc2C(=O)N1C1CC1 (stereo unspecified),-67,57
O=S(=O)(CCOc1ccccc1)c1nc2ccccc2[nH]1,-96,34
COc1ccccc1C(=O)N1CCN(c2ccccn2)CC1,-68,35
CCOC(=O)c1ccc(NC(=O)c2ccc(CN3CCOCC3)cc2)cc1,69,5.8
CCc1ccccc1NC(=O)CSC1=C(C#N)C(c2ccc3c(c2)OCO3)C2=C(CCCC2=O)N1 (stereo unspecified),73*,8.5*
O=C(CSCc1c(F)cccc1Cl)NCc1ccco1,59,7.9

# Results, previewed entries included:
SMILES,Htt clearance,Htt clearance grain fraction
COc1ccc(N(CC(=O)N2CCc3ccccc32)S(=O)(=O)c2c(C)noc2C)cc1,-68,68
O=C(OC(C(=O)NC1CCCC1)c1ccccc1F)c1ccco1 (stereo unspecified),34,14
O=C(Nc1ccccn1)c1cccnc1,18,16
CCOC(=O)c1nn(-c2cccc(OC)c2)c(-c2ccccc2)c1C(=O)c1ccccc1,45,21
O=C(Nc1cccc(Cl)c1Cl)C1CC(=O)N(c2ccc(Br)cc2)C1 (stereo unspecified),-14,23
CCOc1ccccc1Nc1nc(-c2sc(NC(=O)c3ccco3)nc2C)cs1,-16,45
O=C(Nc1ccc(CN2CCOCC2)cc1)c1cc2ccccn2n1,6,32
Cc1ccc(Oc2cc(N3CCOCC3)nc(-c3ccccc3)n2)cc1,0,39
Cc1ccc(-c2noc(CSc3nnc(CCc4ccccc4)n3-c3ccccc3)n2)cc1,0,16
O=C(NC1CCCCCC1)C1c2ccccc2C(=O)N1C1CC1 (stereo unspecified),-67,57
O=S(=O)(CCOc1ccccc1)c1nc2ccccc2[nH]1,-96,34
COc1ccccc1C(=O)N1CCN(c2ccccn2)CC1,-68,35
CCOC(=O)c1ccc(NC(=O)c2ccc(CN3CCOCC3)cc2)cc1,69,5.8
CCc1ccccc1NC(=O)CSC1=C(C#N)C(c2ccc3c(c2)OCO3)C2=C(CCCC2=O)N1 (stereo unspecified),73*,8.5*
O=C(CSCc1c(F)cccc1Cl)NCc1ccco1,59,7.9
CNc1nc(Oc2ccccc2C(=O)OC)nc(SC)n1,-30,25
Cc1cc(N2C(=O)C(O)=C(C(=O)c3ccc(C)o3)C2c2cccs2)no1 (stereo unspecified),-30,21
CC(OC(=O)c1ccncc1)C(=O)Nc1cccc(Cl)c1 (stereo unspecified),-23,49
CNc1oc(Cc2ccccc2)nc1S(=O)(=O)c1ccc(Cl)cc1,3,34
CCN1C(=O)N(CC)C(O)(c2ccccc2)C1(O)c1ccccc1 (stereo unspecified),-18,44
CCOc1ccc(OCC)c(NC(=O)CN2CCN(CC)CC2)c1,55,8.2
O=C(Nc1ccccc1)c1ccc(-c2ccc(Br)cc2)o1,-11,21
O=C(Cn1cc2c(n1)CCCCC2)Nc1c(F)c(F)cc(F)c1F,-22,45
CCN(CC)CCOC(=O)c1c(C)oc2ccc(O)cc12,33,14
CC(C)C(OC(=O)CN1C(=O)COc2ccccc21)C(=O)NC1CCCC1 (stereo unspecified),-44,49
CC1Cc2ccccc2N1C(=O)c1cnc2sccn2c1=O (stereo unspecified),19,39
CCOC(=O)c1c(NC(=S)Nc2ccccc2)sc2c1CCCCC2,8,36
CC1CC(C)CN(c2cc(=O)n(Cc3ccc(F)cc3)c(=O)[nH]2)C1 (stereo unspecified),20,37
COc1cc(N2CCCC2)c(OC)cc1/C=c1/sc2nc3ccccc3n2c1=O,?,nt
O=C(CCN1C(=O)c2ccccc2C1=O)Nc1ccc(F)cc1,-1,19
COC(=O)C(C(C)=O)C1=C/C(=N\S(=O)(=O)c2ccc(C)cc2)c2ccccc2C1=O (stereo unspecified),6,17
CCCN1C(=O)c2ccc(C(=O)Nc3nccs3)cc2C1=O,-35,25
COC(=O)c1[nH]c2cccc(C)c2c1NC(=O)CN1CCN(C(=O)c2ccco2)CC1,7,20
Cc1ccc(OCC(=O)Nc2ccc(N(C)C)cc2)cc1,15,17
CCC1(CC)NC(=O)NC1=O,-36,26
CN1CCN(C(=O)CC23CC4CC(CC(C4)C2)C3)CC1,30,12
CCCOC(=O)CSC1=C(C#N)C(c2ccccc2OCC)C(C#N)C(=O)N1 (stereo unspecified),-12,40
COCCNC(=O)c1c(N)n(-c2cccc(C)c2)c2nc3ccccc3nc12,-1,30
CCCN1CCN(C(c2cc3cc(OCC)ccc3[nH]c2=O)c2nnnn2C2CCCCC2)CC1 (stereo unspecified),-22,49
COc1ccc(-c2oc3ncn(Cc4ccco4)c(=N)c3c2-c2ccc(OC)cc2)cc1,-10,24

# Arranged by value in Htt clearance (low to high): three from the list above.
compound,Htt clearance
COc1ccc(-c2oc3ncn(Cc4ccco4)c(=N)c3c2-c2ccc(OC)cc2)cc1,-10
CCOC(=O)c1c(NC(=S)Nc2ccccc2)sc2c1CCCCC2,8
CCOc1ccc(OCC)c(NC(=O)CN2CCN(CC)CC2)c1,55

# Next part.
SMILES,Htt clearance,Htt clearance grain fraction
Cc1nc2ncnn2c(C)c1Cc1ccccc1Cl,-3,42
Cc1nn(-c2nnc(C)c(=O)[nH]2)c(C)c1SCC(=O)Nc1ccc(F)cc1,23,15
CCCCC1(C)OC(=O)C(=Cc2ccc(N(CC)CC)cc2)C(=O)O1 (stereo unspecified),2,22
CSCC[C@H](NC(=O)OC(C)(C)C)c1nnc(SCC(=O)N(C)C)o1,-8,32
COCC(=O)N(CCc1ccc(OC)cc1)Cc1nc2ccccc2c(=O)[nH]1,21,17
Cc1ccc(S(=O)(=O)N2CCCC(C(=O)NCc3ccco3)C2)cc1Cl (stereo unspecified),-315,83
Nn1c(COc2cccc(Br)c2)nnc1SCC(=O)N1CCc2ccccc2C1,-20,38
CCOC(=O)N1CCN(C(=O)c2ccc(-n3c(=S)[nH]c4ccccc4c3=O)cc2)CC1,-52,31
Cc1ccc(-c2nc3ccccn3c2NCc2ccc3c(c2)OCO3)cc1,-17,45
O=C(C1=C(O)C(=O)N(CCN2CCOCC2)C1c1ccccc1)c1cccs1 (stereo unspecified),-38,26
Cc1ccccc1NC(=O)Cn1c(=O)n(C)c2ccccc21,27,24
Cc1ccc(C(=O)n2c3ccccc3c3ccccc32)cc1,16,16
CC1(C)CC(C)(c2ccc(O)cc2O)N(c2ccc3ccccc3c2)C(=S)N1 (stereo unspecified),-2,19
Cc1ccc(S(=O)(=O)Nc2cccc(-c3cn4ccsc4n3)c2)cc1,-9,19
COc1ccc(-c2cc(-n3c(C(F)(F)F)nc4ccccc43)n(CCC#N)n2)cc1,-23,44
O=C(Cc1coc2cc3c(cc12)CCC3)OCc1cc(=O)n2c(n1)sc1ccccc12,-15,40
COCCn1c(SCC(=O)N2CCCc3ccccc32)nnc1-c1ccco1,-46,27
CCCN1CC23C=CC(O2)C(C(=O)O)C3C1=O (stereo unspecified),-266,113
COCCN1C(=O)N(c2cccc(C)c2)C(=O)C1CC(=O)Nc1ccc(F)cc1 (stereo unspecified),35,13
CN(C)c1ccc(-c2n(C)c3ccccc3[n+]2C)cc1,-101,64
Cc1nc2c(ccc3nc(NC(=O)c4ccc5c(c4)OCCO5)sc32)s1,33,24
CCOC(=O)c1c(C)c(C(=O)Nc2ccccc2)c(C)n1CC,?,nt
CCn1c(SCC(=O)c2ccccc2)nnc1-c1cnccn1,6,16
O=C(NCc1ccccn1)c1cc(-c2ccccc2Cl)on1,-24,48
O=C(NCc1ccco1)C12CC3CC(C1)CC(C(=O)NCc1ccco1)(C3)C2,-9,40
Cc1c(O)c(CN2CCCCC2)cc2c1oc(=O)c1ccccc12,-20,36
S=C(Nc1ccc(Cl)cc1Cl)NC1CCCCC1,0,34
COC(=O)c1ccccc1NC(=O)CN1CCC(NC(=O)c2ccccc2C)CC1,36,23
N#Cc1ccc(COC(=O)c2ccc3c(=O)[nH]c(CN4CCOCC4)nc3c2)cc1,-1,36
CC(=O)NCC(=O)OCC(=O)c1ccc2ccccc2c1,-37,27
N#Cc1c(-c2ccco2)cc(C2CC2)nc1SCC(=O)c1ccccc1,-90,70
Cc1cc(=O)[nH]c(SCc2nc3ncccn3c2Br)n1,48,11
CCOc1ccc(/C(O)=C2/C(=O)C(=O)N(CCOCCO)C2c2ccccc2)cc1 (stereo unspecified),-44,55
CCOC(=O)N1CCN(CC(=O)Nc2c(C(=O)OC)[nH]c3ccccc23)CC1,-14,23
O=C(NCc1ccco1)c1ccc(=O)[nH]n1,72*,9.7*
CC(C)(C)C(=O)/C=C(\N)c1ccccn1,-7,18
Cc1cnc(C)c(N2CCC(C(=O)NCc3cccs3)CC2)n1,0,38
CC1CN(Cc2nc3c(c(=O)n(C)c(=O)n3C)n2CCCc2ccccc2)CC(C)O1 (stereo unspecified),-47,26
CCOC(Cn1c(-c2ccc(OC)cc2)nc2ccccc21)OCC,-40,27
CCCCC[n+]1ccn(C2=C([O-])c3ccccc3C(=O)/C2=N\S(=O)(=O)c2ccccc2)c1,-40,56
O=[N+]([O-])c1ccc(N(c2ccccc2)c2ccccc2)cc1,36,13
CC(=O)Cc1ccccc1OCC(=O)O,-15,23
COc1cc(C(=O)Nc2nccs2)cc(OC)c1OC,-28,59
COc1cccc(C(c2sc3ncnn3c2O)N2CC(C)OC(C)C2)c1 (stereo unspecified),10,29
CN(C)CCNC(=O)c1ccccc1-c1ccccc1,53,8.4
COc1ccccc1N1CCN(C(=O)CSc2nc(N)cc(=O)[nH]2)CC1,-55,29
CCC(=O)c1ccc(OCC(O)CN2CCN(c3cccc(C(F)(F)F)c3)CC2)cc1 (stereo unspecified),-53,28
Nc1ccc(C(=O)OCc2nc3c(ccc4ccccc43)[nH]2)cc1,53,8.4
CCCCn1c(SCC(=O)N2CCOCC2)nnc1-c1cccs1,-26,26
Cc1ccc(NC(=O)OCC(F)(F)C(F)F)cc1NC(=O)OCC(F)(F)C(F)F,-24,49
Cc1ccc2[nH]c3c(c2c1)CN(C(=O)CN1CCN(c2ccccc2)CC1)CC3,-11,24
Cc1csc2nc(=O)c3ccccc3n12,-24,21
O=C(C1CCN(S(=O)(=O)c2ccc(-n3cnnn3)cc2)CC1)N1CCN(c2ccccc2)CC1,18,14
CC1CN=C(c2cccn2Cc2ccc(F)cc2Cl)O1 (stereo unspecified),-1,37
CCN1CCCC1Cn1cnc2c([nH]c3cc(OC)ccc32)c1=O (stereo unspecified),-117,44
CCOC(=O)CN(C(=O)CSc1nnc(COc2ccc(OC)cc2)n1C)c1ccccc1,42,11
O=C(CNC(=O)c1ccccc1)NCC1COc2ccccc2O1 (stereo unspecified),-13,43
CCc1nc2ccccc2n(CC)c1=O,-2,40
N#CC1=C(N)c2ccccc2CC12CCCCC2,11,17
COc1ccc(C(O)c2coc3ccc(O)c(CN(C)C)c23)cc1 (stereo unspecified),-55,29
# Remaining list, next part
SMILES,Htt clearance,Htt clearance grain fraction
CCCn1c(O)c(/C=C2\C=NN=C2c2ccccc2)sc1=S,26,15
CCOc1cc(C2C(C(=O)OC)=C(C)N=C3SCCC(=O)N32)ccc1OC(C)=O (stereo unspecified),2,40
CCc1nnc(NC(=O)CCN2C(=O)CCC2=O)s1,10,20
O=C(Nc1ccon1)c1sc2cc(F)ccc2c1Cl,-26,23
CCOC(=O)N1CCC(NC(=O)c2cc(S(=O)(=O)N3CCC4(CC3)OCCO4)ccc2F)CC1,-21,38
CC(C)CN(C(=O)COC(=O)C1c2ccccc2Oc2ccccc21)C1CCS(=O)(=O)C1 (stereo unspecified),-35,29
O=C(O)c1cn(C2CC2)c2cc(N3CCOCC3)c(F)cc2c1=O,58,8
O=C(NCCN1CCOCC1)NC1(C(F)(F)F)Oc2ccccc2O1,-26,48
COc1ccc(S(=O)(=O)N2CCCCC2)cc1C(C)C,-7,23
COc1ccccc1/C=c1\sc2nc(-c3cccs3)nn2c1=O,-39,29
O=C(NCc1cccs1)C1CC(=O)N(c2ccc(F)cc2)C1 (stereo unspecified),-33,46
CC(=O)Nc1ccc(Oc2cnc3ccccc3n2)cc1,-49,58
Cc1nn(Cc2ccccc2)c(C)c1NC(=O)c1cc(-c2ccc3c(c2)OCO3)on1,11,36
C=C(C)Cn1c(SCC)nc2ccccc2c1=O,-38,52
Cc1cc(C)n2nc(SC3CCCCN(C(=O)c4ccc(F)cc4)C3=O)nc2n1 (stereo unspecified),42,12
CC1CC(C)CN(c2nc3c(c(=O)n(C)c(=O)n3C)n2C)C1 (stereo unspecified),67,6.6
O=C(Nc1ccccc1C(=O)N1CCN(c2ccccc2)CC1)c1ccco1,38,12
CC1CCN(S(=O)(=O)c2ccc3[nH]c(=O)c(=O)[nH]c3c2)CC1,-18,25
COc1ccccc1OCC(O)Cn1c(=N)n(Cc2ccccc2)c2ccccc21 (stereo unspecified),-45,26
CCn1c(COc2ccccc2C)nc2ccccc21,24,15
CN(C)S(=O)(=O)Oc1cccc(C(=O)Nc2ccccc2Cl)c1,52,15
O=C(CCc1ccccc1)Nc1nc2n(n1)C(c1ccc(Cl)cc1)CC(=O)N2 (stereo unspecified),3,36
CCOCc1cc(C2NC(=O)NC(C)=C2C(=O)OCC)ccc1OC (stereo unspecified),29,14
C=C(C)c1cccc(C(C)(C)NC(=O)N2CCN(CC(N)=O)CC2)c1,27,13
CCn1c2ccccc2c2nnc(SCC(=O)Nc3ccc4c(c3)OCO4)nc21,35,23
